Keap1 Nrf2 FP: Keap1-Nrf2 protein-protein interaction inhibitors, primary screen, biochemical, fluorescence polarization, single point; 0.15% of 340,000 active; Kelch-like ECH-associated protein 1 (Homo sapiens), Q14145; inhibition, % at 9.4 µM; AID 504523, 2011; Keap1 Kelch-Nrf2 peptide fluorescence polarization, 1536-well; in the data active = inhibition above about 12%;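 note: human Keap1 Kelch domain with fluorescein labeled Nrf2 9mer peptide probe; 0% = neutral control wells and 100% = peptide positive control; higher means more block of Keap1 binding to Nrf2 peptide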
RTF Ca sens inh: cardiac RTF calcium sensitivity inhibitors, primary screen, biochemical, IANBD-TnC fluorescence, EC70 calcium. AID 493244, 2011. inhibition, % at 7.15 µM. IANBD-labeled cardiac RTF, Ca2+ fluorescence. Troponin I, cardiac muscle (Homo sapiens) + Troponin T, cardiac muscle (Homo sapiens) + …. 0.12% of 340,000 active;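 active = inhibition above the mean inhibition of all tested compounds plus 3 SD, cut at about 17% in these data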;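 note: assay run at fixed EC70 calcium of 1.6 mM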
SR-BI uptake up: activators of SR-BI mediated DiI-HDL uptake, primary screen, ldlA[mSR-BI] CHO cells, DiI fluorescence; 3 h; 100 = double the neutral-control signal; 0.096% of 320,000 active; activation, % at 12.5 µM;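 active = mean replicate activation of at least 60% and every replicate at or above 60%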;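 note: 0% = median plate neutral-control signal and 100% = twice that signal; values of inactives mirror those of a sister screen read the other way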
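Test system: SR-BI-overexpressing, LDLR-lacking CHO cells; Medium: Ham's F12 with 0.5% BSA, HEPES 25 mM, pH 7.4; Schedule: 3 h, 37 °C; Technique: bottom-read fluorescence, 550/595 nm.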
PKA-R2B act: activators of PKA-R2B holoenzyme, primary screen, biochemical, fluorescence polarization, Cy5-IP20, human. cAMP-dependent protein kinase catalytic subunit beta (Homo sapiens) + cAMP-dependent …. PKA-R2B holoenzyme dissociation; R2B truncated from residue 108, S112A mutant; 0% DMSO only, 100% 113 µM cGMP. activation, % at 11.4 µM. 0.079% of 340,000 active. AID 504700, 2011;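 active = activation above a cutoff set at the mean over all compounds plus 3 SD, cut at about 18% in these data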;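 note: higher means more holoenzyme dissociation and a rise in polarization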
Target sequence (P31323 whole entry, looked up, other chains not shown, the tested form may be a part): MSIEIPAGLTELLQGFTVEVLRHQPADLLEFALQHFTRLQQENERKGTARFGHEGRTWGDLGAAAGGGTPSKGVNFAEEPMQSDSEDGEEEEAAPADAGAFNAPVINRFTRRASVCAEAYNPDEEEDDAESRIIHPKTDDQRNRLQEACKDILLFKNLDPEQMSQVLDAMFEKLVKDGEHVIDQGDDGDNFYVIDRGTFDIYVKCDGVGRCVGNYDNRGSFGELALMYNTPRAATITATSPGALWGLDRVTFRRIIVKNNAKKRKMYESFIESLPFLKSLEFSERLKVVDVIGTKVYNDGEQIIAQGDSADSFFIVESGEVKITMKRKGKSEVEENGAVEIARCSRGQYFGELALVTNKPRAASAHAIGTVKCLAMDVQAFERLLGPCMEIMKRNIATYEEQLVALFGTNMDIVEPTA
DAGLB inh: DAGLB lipase inhibitors, primary screen, biochemical, fluorescence, HTS. Diacylglycerol lipase-beta (Homo sapiens), Q8NCG7. HEK293T DAGLB membrane lysate, EnzChek fluorogenic substrate. inhibition, % at 5.17 µM. 0.059% of 340,000 active; in the data active = inhibition above about 34%;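 note: 0% = enzyme with vehicle and 100% = wells lacking enzyme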
Arr AP2 block: inhibitors of beta-arrestin/AP2 binding, primary screen, biochemical, GPCR trafficking, flow cytometry | 0.31% of 340,000 active | FITC-arrestin peptide / GST-AP2 beads; AP2 beta2 appendage carries R879A mutation | beta-arrestin 1 C-terminal peptide binding to AP2 beta2-adaptin appendage (human) | inhibition, % at 10 µM;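 active = inhibition above a set limit, near 3 SD of compounds lacking own fluorescence, cut at about 54% in these data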;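 note: plate controls were DMSO wells for no effect and 5 µM unlabelled arrestin peptide for full effect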
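System: GST-AP2 R879A bound to glutathione beads, E. coli-expressed. Also added: 50 nM FITC-arrestin peptide. Schedule: compound with beads 12 min RT, then probe 1 h RT. Signal: bead flow cytometry, FITC channel. Read-out basis: percent response.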
NSD2 HMT inh: NSD2 histone methyltransferase inhibitors, primary screen, biochemical, AlphaScreen, single concentration, set 2; Histone-lysine N-methyltransferase NSD2 (Homo sapiens), O96028; 0.54% of 310,000 active; NSD2 peptide methylation, 120 min; inhibition, % at 12.5 µM; AID 743445, 2014; in the data active = inhibition above about 50%
PvdQ acylase: P. aeruginosa PvdQ acylase inhibitors, primary screen, biochemical, fluorescence, plate reader and imaging, single point | PvdQ acylase [Pseudomonas aeruginosa LESB58] | purified PvdQ acylase | inhibition, % at 10 µM | 0.063% of 340,000 active | AID 488965, 2010; in the data active = inhibition above about 30%, passing the limit was not always enough;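 note: 0% = vehicle neutral wells and 100% = reference inhibitor wells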
LANA DNA inh: inhibitors of KSHV C-LANA binding to DNA, primary screen, biochemical, fluorescence polarization, FAM-LBS DNA, MBP-C-LANA, single point; Kaposi's sarcoma herpesvirus LANA C-terminal domain (residues 932-1162) DNA binding; inhibition, % at 9 µM; 0.078% of 340,000 active;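 active = highest replicate inhibition at or above 60% at 9 µM, even if other replicates fall short; inactive = all replicates below 60% inhibition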;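 note: 0% = neutral control wells and 100% = 4 µM acridine orange control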
SR-BI HDL uptake: inhibitors of SR-BI mediated HDL lipid uptake, primary screen, ldlA[mSR-BI] cells, fluorescence, single point. Scavenger receptor class B member 1 (Mus musculus), Q61009. ldlA[mSR-BI] CHO cells, DiI-HDL uptake fluorescence, 3 h. inhibition, % at 12.5 µM. 0.96% of 320,000 active. AID 488896, 2010;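 active = mean replicate inhibition of at least 70% and a set share of replicates each scoring 70 or more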;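 note: 0% = median of neutral control wells and 100% = median of positive control wells; values of inactives mirror those of a sister screen read the other way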
Target sequence (Q61009 whole entry, looked up): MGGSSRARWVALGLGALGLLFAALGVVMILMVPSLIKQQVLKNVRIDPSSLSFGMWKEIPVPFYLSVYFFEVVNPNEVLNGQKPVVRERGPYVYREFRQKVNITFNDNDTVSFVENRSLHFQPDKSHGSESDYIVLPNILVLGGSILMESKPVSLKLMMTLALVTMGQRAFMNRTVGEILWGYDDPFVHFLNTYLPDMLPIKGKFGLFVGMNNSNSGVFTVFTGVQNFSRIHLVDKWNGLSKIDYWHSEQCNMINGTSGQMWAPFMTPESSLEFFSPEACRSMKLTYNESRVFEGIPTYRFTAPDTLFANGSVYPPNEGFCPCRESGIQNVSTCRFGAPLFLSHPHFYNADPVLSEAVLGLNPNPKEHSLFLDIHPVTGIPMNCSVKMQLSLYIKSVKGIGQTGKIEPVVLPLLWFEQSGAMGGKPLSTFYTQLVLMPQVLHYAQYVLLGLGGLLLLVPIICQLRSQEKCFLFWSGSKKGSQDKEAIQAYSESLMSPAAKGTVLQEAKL
* hit, by the source's call; x = not tested or not shown.

Labels used below – A = Keap1 Nrf2 FP; B = RTF Ca sens inh; C = SR-BI uptake up; D = PKA-R2B act; E = DAGLB inh; F = Arr AP2 block; G = NSD2 HMT inh; H = PvdQ acylase; I = LANA DNA inh; J = SR-BI HDL uptake
smiles: O=[N+]([O-])c1cccc(S(=O)(=O)N2CCC(c3nc(-c4ccncc4)no3)CC2)c1
  A: -5 | B: -9 | C: -29 | D: -4 | E: 1 | F: 10 | G: -1 | H: -9 | I: 0.2 | J: 29

smiles: Cn1c(=O)c2c(SCC(=O)N3CCOCC3)nc(C3CC3)nc2n(C)c1=O
  A: -7 | B: -8 | C: -21 | D: 0 | E: -5 | F: -12 | G: x | H: -17 | I: -0.8 | J: 21

smiles: Cc1nc(=O)c(-c2ccccc2)c(C)n1CCCCCC(=O)O
  A: -1 | B: -3 | C: x | D: 4 | E: -1 | F: 4 | G: x | H: -2 | I: -0.6 | J: -35

smiles: CC1N=C2c3ccccc3N=C(SCc3cc(=O)n4cc(Cl)ccc4n3)N2C1=O (configuration not stated)
  A: 0 | B: 3 | C: -14 | D: -2 | E: 2 | F: 20 | G: 4 | H: -5 | I: 0.9 | J: 14

smiles: COc1cc(/C=N/Nc2ccc(F)cc2F)cc(OC)c1OC
  A: 2 | B: -4 | C: -16 | D: -11 | E: -2 | F: -2 | G: 3 | H: -15 | I: 1.4 | J: 16

smiles: CCN1CCN(c2ccc(NC(=O)COc3ccc([N+](=O)[O-])cc3)cc2)CC1
  A: 2 | B: 0 | C: -10 | D: 1 | E: 3 | F: 23 | G: 2 | H: -5 | I: -2.1 | J: 10

smiles: N/C(Cc1ccc([N+](=O)[O-])cc1)=N\OC(=O)c1ccc(Br)o1
  A: 6 | B: 11 | C: -17 | D: 4 | E: -2 | F: x | G: 0 | H: 12 | I: 0.2 | J: 17

smiles: CCC(C)(C)NC(=O)CN(Cc1ccco1)C(=O)CCC(=O)Nc1nccs1
  A: -12 | B: -6 | C: 23 | D: -4 | E: 1 | F: 7 | G: 0 | H: -13 | I: 2.7 | J: -23

smiles: CN1CCN(C(=O)c2cc(Cl)ccc2Cl)CC1
  A: 5 | B: 5 | C: -2 | D: -10 | E: -1 | F: 2 | G: -3 | H: -6 | I: 0.4 | J: 2

smiles: O=C(Cc1csc(N2CCOCC2)n1)N/N=C/c1ccc(Cl)cc1Cl
  A: 1 | B: 2 | C: -22 | D: 6 | E: 4 | F: -5 | G: 4 | H: -6 | I: 0.7 | J: 22

smiles: C=CCOC(=O)C1=C[C@H](c2csc3ccccc23)[C@@H](CCCO)[C@H](OCC)O1
  A: -1 | B: 10 | C: 13 | D: 0 | E: -3 | F: 28 | G: x | H: -4 | I: 1.5 | J: -13

smiles: CCc1ccc(C2=NN(CCC(=O)NCC3CCCO3)C(=O)CC2)cc1 (configuration not stated)
  A: 0 | B: -9 | C: 8 | D: -6 | E: -1 | F: -5 | G: -2 | H: -11 | I: -0.9 | J: -8

smiles: COc1ccc(CCNC(=O)NCCc2c[nH]c3ccccc23)cc1OC
  A: -2 | B: 5 | C: -24 | D: 6 | E: -3 | F: 27 | G: -3 | H: -3 | I: 0.3 | J: 24

smiles: COc1cccc(CNC(=O)CSc2nnc3c(n2)[nH]c2ccccc23)c1
  A: 3 | B: -3 | C: 2 | D: -8 | E: 0 | F: 44 | G: 56* | H: 7 | I: -0.9 | J: -2

smiles: CC1CCN(C(=O)c2ccc(CSc3nc4ccncc4n3Cc3ccc(F)cc3)cc2)CC1
  A: 3 | B: -9 | C: 32 | D: -16 | E: 1 | F: -4 | G: x | H: -5 | I: 0.1 | J: -32

Sorted by molecular weight (lowest first): 4 of the compounds above.
Labels used below – A = Keap1 Nrf2 FP; B = RTF Ca sens inh; C = SR-BI uptake up; D = PKA-R2B act; E = DAGLB inh; F = Arr AP2 block; G = NSD2 HMT inh; H = PvdQ acylase; I = LANA DNA inh; J = SR-BI HDL uptake
smiles: CN1CCN(C(=O)c2cc(Cl)ccc2Cl)CC1
  A: 5 | B: 5 | C: -2 | D: -10 | E: -1 | F: 2 | G: -3 | H: -6 | I: 0.4 | J: 2

smiles: COc1cc(/C=N/Nc2ccc(F)cc2F)cc(OC)c1OC
  A: 2 | B: -4 | C: -16 | D: -11 | E: -2 | F: -2 | G: 3 | H: -15 | I: 1.4 | J: 16

smiles: N/C(Cc1ccc([N+](=O)[O-])cc1)=N\OC(=O)c1ccc(Br)o1
  A: 6 | B: 11 | C: -17 | D: 4 | E: -2 | F: x | G: 0 | H: 12 | I: 0.2 | J: 17

smiles: Cn1c(=O)c2c(SCC(=O)N3CCOCC3)nc(C3CC3)nc2n(C)c1=O
  A: -7 | B: -8 | C: -21 | D: 0 | E: -5 | F: -12 | G: x | H: -17 | I: -0.8 | J: 21

The main list resumes with the 2 entries that preceded the break.
Labels used below – A = Keap1 Nrf2 FP; B = RTF Ca sens inh; C = SR-BI uptake up; D = PKA-R2B act; E = DAGLB inh; F = Arr AP2 block; G = NSD2 HMT inh; H = PvdQ acylase; I = LANA DNA inh; J = SR-BI HDL uptake
smiles: COc1cccc(CNC(=O)CSc2nnc3c(n2)[nH]c2ccccc23)c1
  A: 3 | B: -3 | C: 2 | D: -8 | E: 0 | F: 44 | G: 56* | H: 7 | I: -0.9 | J: -2

smiles: CC1CCN(C(=O)c2ccc(CSc3nc4ccncc4n3Cc3ccc(F)cc3)cc2)CC1
  A: 3 | B: -9 | C: 32 | D: -16 | E: 1 | F: -4 | G: x | H: -5 | I: 0.1 | J: -32

smiles: CC(=O)n1nc(-c2ccco2)nc1N
  A: -5 | B: -5 | C: 36 | D: -13 | E: -2 | F: 5 | G: -2 | H: -18 | I: -0.4 | J: -36

smiles: COc1ccc(-n2nc([N+](=O)[O-])c(=NCc3ccco3)n2O)cc1
  A: 2 | B: -3 | C: 12 | D: 5 | E: 0 | F: -11 | G: 2 | H: -6 | I: 0.7 | J: -12

smiles: CCOC(=O)CCCNC(=O)c1cncc(Br)c1
  A: -1 | B: -7 | C: 8 | D: 8 | E: 0 | F: 27 | G: 0 | H: 3 | I: 0.0 | J: -8

smiles: CNc1c(NS(=O)(=O)c2ccc(OC)c(Cl)c2)c(=O)oc2ccccc12
  A: -2 | B: 4 | C: -1 | D: 9 | E: 4 | F: -9 | G: -3 | H: -6 | I: 1.0 | J: 1

smiles: Cc1ccc(S(=O)(=O)Nc2cccc3c2O[C@H](CN(C)C(=O)Nc2ccc(C(F)(F)F)cc2)[C@@H](C)CN([C@H](C)CO)C3=O)cc1
  A: 6 | B: -1 | C: -6 | D: -10 | E: 1 | F: 10 | G: x | H: -5 | I: -1.6 | J: 6

smiles: COc1cccc(C(=O)NC2CC3CCC(C2)N3Cc2ccccc2)c1 (configuration not stated)
  A: 1 | B: 0 | C: -1 | D: -2 | E: 0 | F: -1 | G: -2 | H: -10 | I: 1.2 | J: 1

smiles: CCCCN(CC)Cc1ccc(CNC(=S)Nc2cccc(F)c2)o1
  A: -7 | B: -8 | C: 5 | D: -8 | E: 0 | F: 1 | G: 4 | H: -18 | I: 0.1 | J: -5

smiles: O=C(NCC(=O)N(c1cnc2ccccc2c1)C(C(=O)NC1CCCC1)c1ccncc1)c1ccco1 (configuration not stated)
  A: 0 | B: -5 | C: 10 | D: -4 | E: 0 | F: -7 | G: -8 | H: -7 | I: -0.3 | J: -10

smiles: Cc1[nH]c(C)c(S(=O)(=O)N2CCN(c3ccccc3F)CC2)c1C(=O)N1CCCCC1
  A: 4 | B: 5 | C: 28 | D: -1 | E: -2 | F: 44 | G: -2 | H: 1 | I: -0.8 | J: -28

smiles: Cc1cccc(/C(N)=N/OC(=O)c2ccncc2)c1
  A: -3 | B: -8 | C: 2 | D: -2 | E: -3 | F: 4 | G: x | H: -11 | I: -0.5 | J: -2

smiles: O=c1cc(Cl)c(-c2ccccc2)nn1Cc1ccc(Cl)cc1
  A: -7 | B: -12 | C: x | D: 6 | E: -9 | F: 13 | G: -1 | H: -14 | I: 0.8 | J: x

High-throughput results (PubChem)
